High-throughput results as filed in PubChem BioAssay.
HEK293 tox: Cytotoxic Profiling in HEK 293 Cell Line of Diverse Libraries Using Quantitative High-Throughput Screening; 6.6% of 94,000 active; AID 1345083, 2018; Potency, µM (doses to about 115 µM), without a hit: top-dose activity change, negative = cytotoxicity, most hits filed as inhibitors; HEK 293 viability, ATP luminescence (CellTiter-Glo), 48-72 h; further: potency means the concentration at half of the fitted maximal effect; nearly all actives have a fitted effect of over 60% in size
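Viability of HEK 293 cells, plated at 250 cells/well, was judged by cellular ATP after compound treatment for 48 or 72 hr. Luminescence was imaged 10 min after CellTiter-Glo addition at room temperature.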
SNCA expr inh: Primary qHTS assay for inhibitors of alpha-synuclein gene (SNCA) expression; HEK-293 SNCA-luciferase knock-in, luminescence, 24 h; Potency, µM (doses to about 57.2 µM), for the others: top-dose activity change, negative = inhibition, actives largely listed as inhibitors; 0.17% of 140,000 active; AID 1671194, 2021;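 further: potency means the concentration at half of the fitted maximal effect; plate controls were DMSO cells for no effect and cell-free wells for full effect; nearly all actives have a fitted effect of over 45% in size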
IP6K1 inh: Primary qHTS assay for small molecule inhibitors of Inositol hexaphosphate kinase 1 (IP6K1); Inositol hexakisphosphate kinase 1 (Homo sapiens), Q92551; IP6K1 kinase, ADP-Glo luminescence, 2 h; stronger effect = lower value; activity change, % (series mostly up to about 58 µM); 0.81% of 140,000 active; AID 1645851, 2021; in the data active means activity change below about -25%
Target sequence (Q92551 whole entry, looked up): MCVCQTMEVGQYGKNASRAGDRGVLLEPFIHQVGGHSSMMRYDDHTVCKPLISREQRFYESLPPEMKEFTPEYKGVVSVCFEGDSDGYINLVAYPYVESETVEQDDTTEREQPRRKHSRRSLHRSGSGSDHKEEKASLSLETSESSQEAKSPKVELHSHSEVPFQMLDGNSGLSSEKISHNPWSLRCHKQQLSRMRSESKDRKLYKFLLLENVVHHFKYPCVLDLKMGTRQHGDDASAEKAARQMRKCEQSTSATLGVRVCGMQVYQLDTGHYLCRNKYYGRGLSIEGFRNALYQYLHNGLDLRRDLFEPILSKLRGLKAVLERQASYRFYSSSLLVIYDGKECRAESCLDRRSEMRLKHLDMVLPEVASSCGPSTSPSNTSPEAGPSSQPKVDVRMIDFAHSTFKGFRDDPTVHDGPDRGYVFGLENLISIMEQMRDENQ
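ADP-Glo luminescence measures ADP made by human IP6K1 during a 2 h RT reaction with ATP/IP6 (mix at 1.3 mM/130 uM); top library doses 57.5 and 19.1 uM final.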
HEK293 viab: GF-AFC viability counterscreen for inhibitors of alpha-synuclein gene (SNCA) expression. HEK-293-SNCA-luc viability, GF-AFC fluorescence, 24 h. Potency, µM (titrated, usually from 57.1 µM), without a hit: at the top dose activity change, negative = cytotoxicity, hits mostly cytotoxic. 0.12% of 150,000 active;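 further: potency means the concentration at half of the fitted maximal effect; 0% = DMSO-treated cells and -100% = medium-only wells without cells; nearly all actives have a fitted effect of over 30% in size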
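HEK-293-SNCA-luc cells (1500/well) plated 24 h, then exposed 24 h to a dilution series; GF-AFC added 30 min at 37C, fluorescence 405/540 nm; normalised to medium-only and DMSO wells, Hill fit.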
FLuc inh: Firefly luciferase inhibition profiling of diverse chemical library using quantitative high-throughput screening; Luciferin 4-monooxygenase (Photinus pyralis), P08659; purified P. pyralis luciferase, luminescence, biochemical; Potency, µM (top dose mostly 115 µM), without a hit: at the top dose activity change, negative = inhibition, actives largely listed as inhibitors; 2.5% of 76,000 active; AID 1347043, 2019; further: potency means the concentration at half of the fitted maximal effect; nearly all actives have a fitted effect of over 65% in size
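Luminescence read by CCD imaging after purified firefly luciferase (10nM final) was added to substrate buffer holding 10uM D-luciferin and 10uM ATP, pH 7.5, pre-dosed with compound.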
GPT2 inh: Primary qHTS assay for inhibitors of Glutamate pyruvate transaminase 2 (GPT2); AID 1671188, 2021; Recombinant GPT2, coupled pyruvate oxidase/HRP Amplex Red fluorescence; Potency, µM (titrated, usually from 57.7 µM), for the others: top-dose activity change, negative = inhibition, actives largely listed as inhibitors; 0.25% of 100,000 active; further: potency means the concentration at half of the fitted maximal effect; nearly all actives have a fitted effect of over 60% in size; many of its hits are not listed in these tables
Target sequence (Q8TD30 whole entry, looked up): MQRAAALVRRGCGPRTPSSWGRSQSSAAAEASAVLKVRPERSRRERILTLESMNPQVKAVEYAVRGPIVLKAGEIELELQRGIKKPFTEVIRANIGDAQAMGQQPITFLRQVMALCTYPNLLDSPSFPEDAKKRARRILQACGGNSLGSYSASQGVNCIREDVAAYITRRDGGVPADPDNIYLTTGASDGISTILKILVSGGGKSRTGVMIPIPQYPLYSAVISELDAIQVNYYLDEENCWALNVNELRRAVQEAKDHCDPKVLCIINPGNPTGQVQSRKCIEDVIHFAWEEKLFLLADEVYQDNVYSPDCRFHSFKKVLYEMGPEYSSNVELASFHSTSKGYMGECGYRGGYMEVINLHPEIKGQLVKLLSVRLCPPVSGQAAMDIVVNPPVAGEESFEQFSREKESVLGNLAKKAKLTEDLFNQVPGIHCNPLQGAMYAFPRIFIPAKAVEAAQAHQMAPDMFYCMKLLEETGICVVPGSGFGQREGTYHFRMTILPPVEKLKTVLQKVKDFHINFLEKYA
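Recombinant GPT2 (10ng/uL) with 250uM a-KG and 2mM L-alanine, 30 min at room temperature, in HEPES pH 7.5 buffer. Pyruvate detected by pyruvate oxidase/HRP/Amplex Red fluorescence after 30 min in the dark; AOA (50uM) as positive control.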
3T3 cytotox: Cytotoxic Profiling in NIH 3T3 Cell Line of Diverse Libraries Using Quantitative High-Throughput Screening; NIH 3T3 viability, CellTiter-Glo ATP luminescence, 48-72 h; Potency, µM (titrated, usually from 96.7 µM), without a hit: at the highest dose activity change, negative = cytotoxicity, actives largely listed as inhibitors; 4.3% of 94,000 active; further: potency means the concentration at half of the fitted maximal effect; nearly all actives have a fitted effect of over 55% in size
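ATP-dependent luminescence (CellTiter-Glo) served as the viability signal for NIH 3T3 cells treated with compound for 48 or 72 hr at 37 °C.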
The depositor's hits bear a star; i = inactive; ? = inconclusive; . = not tested or not shown; [ ] = dose if it differs, or a comment. Unless noted, the call rests on the fitted dose curve; in most records, active means well fitted curve in the direction sought with a large enough effect; inconclusive means small, poorly fitted or top-dose-only effect, or another doubt; inactive means no such curve, though single readings can be large; an effect the other way counts as inactive or inconclusive. Unless noted, on the % scale 0 is the no-effect control and ±100 the full control effect.

SMILES	HEK293 tox	SNCA expr inh	IP6K1 inh	HEK293 viab	FLuc inh	GPT2 inh	3T3 cytotox
Cc1cc(CN(C)C2CCc3nn(C)c(=O)n3CC2)n(C)n1 (configuration not stated)	-19%	-14%	-8	4%	-9%	-12%	-1%
COc1ccccc1-c1cc(C(=O)Nc2cccc(F)c2)c2cnn(C)c2n1	-30%	.	2	.	.	.	?
Cc1c(C(=O)Nc2ccc(F)c(C(F)(F)F)c2)sc2nc(-c3ccccc3)cn12	.	15%	13	5%	.	.	.
CC1(Cc2ccc3c(c2)OCO3)CCCN(CC(=O)NCc2ccco2)C1 (configuration not stated)	45µM*	-18%	-2	6%	-5%	-5%	-25%
Cc1cccc(CNC(=O)c2cnc3sc(N4CCOCC4)nn3c2=O)c1	.	-3%	25	6%	.	.	.
COCCNC(=O)Cn1c(=O)n(CCCCCC(=O)NCc2ccc3c(c2)OCO3)c(=O)c2sccc21	.	-13%	1	-14%	.	.	.
CC(C)n1cnnc1-c1nn(C)c2c1CN(C(=O)c1nn(C)c3ccccc13)CC2	0%	2%	8	0%	0%	i	-7%
CCOC(=O)C1=C(CN2CCN(CC)CC2)NC(=O)NC1c1ccc(Cl)cc1 (configuration not stated)	.	5%	-6	-18%	.	.	.
Cc1noc(C)c1[S+](=O)([O-])N1CCCC2(C1)C(=NC1CCCCC1)NC(=O)N2c1cccnc1 (configuration not stated)	-9%	18%	6	-6%	-5%	2%	-9%
Cc1ccc(Cn2c(CNC(=O)c3ccc(Cl)c([N+](=O)[O-])c3)nc3cccnc32)cc1	.	-7%	-9	-18%	.	.	.
CCN(CC)C(=O)[C@@H]1CCC[C@@H](NC(=O)c2cc(C)n(C)n2)CN(C)C(=O)C1	-20%[172 µM]	6%[87.6 µM]	-7	8%[87.6 µM]	-5%[172 µM]	i	-5%[174 µM]
CN(C)c1ccc(CN2CCNc3cc(Nc4cccnc4)ncc3C2)cc1	?	?	-14	-9%[87.6 µM]	63µM*	i	?
CCOc1ccccc1CNS(=O)(=O)c1ccc2c(c1)C(C)(C)C(=O)N2C	.	-23%	-2	8%	.	.	.
N#Cc1ccc(S(=O)(=O)N2CCC(Cc3nc(-c4cccnc4)n[nH]3)C2)cc1 (configuration not stated)	?	-22%	-8	-12%	1%	i	-24%
Cc1ccc(C(=O)NCC(c2cccs2)S(=O)(=O)c2cccs2)cc1C (configuration not stated)	.	27%	16	-6%	.	.	.
O=C1CCN(C(=O)c2ccco2)CCCC(CO)CCN1 (configuration not stated)	i	0%	-16	0%	8%	1%	1%
Cn1nccc1C(=O)NCC(=O)N1CCCCCNC(=O)CC1c1ccccc1 (configuration not stated)	-7%	3%	12	-9%	1%	i	-13%
O=C(Nc1ccccc1C(F)(F)F)c1cc(-c2ccc3c(c2)OCCO3)on1	.	63%[activator]	1	-19%	.	.	.
Cc1nn(C(=O)CCCC(=O)N2CCC(Cc3nncn3-c3ccccc3)CC2)c2ccccc12	-10%	3%	6	4%	7%	i	-4%
O=C(c1ccc2nnc(-c3ccc(F)cc3)n2c1)N1CCOCC1	i	-15%	7	5%	.	-1%	-1%
COc1cc2c(C(=O)N(C)c3cc(Cl)ccc3OC)cn(CC(C)C)c(=O)c2cc1OC	.	?	15	-15%	.	.	.
COc1cc(CN2CCN(Cc3cnc(SC)nc3)CC2CCO)cc(OC)c1 (configuration not stated)	-16%	20%	2	5%	5%	-28%	-15%
COc1ccc(NC(=O)CC(C)S(=O)(=O)c2cc3c(cc2C)NC(=O)CO3)cc1OC (configuration not stated)	.	9%	2	-4%	.	.	.
Cc1cc(=O)n(CC(=O)NCc2ccc3c(c2)OCO3)c(N2CCc3ccccc3C2)n1	?	-18%	18	-6%	0%	i	?
CC(C)n1cccc1C(=O)N1CCC2(CC1)CC(c1ccccc1)CN2C (configuration not stated)	?	-15%	44	-12%	2%	?	-3%

Sorted by count of non-hydrogen atoms (lowest first): part of the list above
SMILES	HEK293 tox	SNCA expr inh	IP6K1 inh	HEK293 viab	FLuc inh	GPT2 inh	3T3 cytotox
O=C1CCN(C(=O)c2ccco2)CCCC(CO)CCN1 (configuration not stated)	i	0%	-16	0%	8%	1%	1%
COc1ccccc1-c1cc(C(=O)Nc2cccc(F)c2)c2cnn(C)c2n1	-30%	.	2	.	.	.	?
Cc1cc(=O)n(CC(=O)NCc2ccc3c(c2)OCO3)c(N2CCc3ccccc3C2)n1	?	-18%	18	-6%	0%	i	?

In the list so far, 2 contain a thiophene ring, fused or not.
SMILES	HEK293 tox	SNCA expr inh	IP6K1 inh	HEK293 viab	FLuc inh	GPT2 inh	3T3 cytotox
COCCNC(=O)Cn1c(=O)n(CCCCCC(=O)NCc2ccc3c(c2)OCO3)c(=O)c2sccc21	.	-13%	1	-14%	.	.	.
Cc1ccc(C(=O)NCC(c2cccs2)S(=O)(=O)c2cccs2)cc1C (configuration not stated)	.	27%	16	-6%	.	.	.

More records follow:
SMILES	HEK293 tox	SNCA expr inh	IP6K1 inh	HEK293 viab	FLuc inh	GPT2 inh	3T3 cytotox
COCc1cc(C)nc2sc3c(c12)NC(c1ccc(O)cc1)N(c1ccc(C)cc1)C3=O (configuration not stated)	.	208%[activator]	3	?	.	.	.
CC(C)(C)c1ccc(OCC(=O)N2CCC(c3nc4ccccc4s3)CC2)cc1	.	46%[activator]	-10	?	.	.	.
Cc1sc2c(c1C)c(=O)n(Cc1ccccc1)c(=O)n2Cc1ccc(F)cc1	.	5%	11	-1%	.	.	.
CN(C)C(=O)c1n[nH]c2c1CN(C(=O)c1ccc(F)cc1)CC2	1%	13%	-7	5%	-8%	i	-6%
N#CCn1nc2n(c1=O)CCN(C(=O)NCCc1ccccc1)CC2	i	26%	-1	-4%	-14%	-14%	-10%
CCc1ccc(S(=O)(=O)c2cn(C)c3cc(OC)c(OC)cc3c2=O)cc1	.	-6%	-1	4%	.	.	.
OC1CC(c2cc(NCCCn3ccc4ccccc43)ncn2)C1 (configuration not stated)	?	10%	-34*	-5%	-12%	-20%[11.5 µM]	?
Cc1ccc(NC(=O)Cn2nnc(-c3nc(-c4ccncc4)no3)c2N)c(C)c1	.	0%	-2	-8%	.	.	.
COc1ccc(C(=O)NCCc2ncc(C)n2CC2CC2)cc1	1%	-23%	-6	-6%	7%	i	-14%
COc1ccccc1NC(=O)N1CC(c2nnc(-c3ccncc3)o2)C2(CCOCC2)C1 (configuration not stated)	-4%	-5%	11	6%	-2%	5%	4%
COc1ccc2[nH]c(C(=O)N3C[C@@H](CO)[C@H](c4ccccn4)C3)cc2c1	-22%	-6%	8	0%	-17%	i	-10%
Cn1cnc2c(NCc3ccccc3)nc(NCCO)nc21	.	11%	.	1%	.	i	.
COC(=O)c1cc2sccc2n1Cc1nc(-c2cccc(Br)c2)oc1C	.	-12%	1	-3%	.	.	.
Cc1ccc(NC(=O)N2C[C@@H](F)C[C@H]2C(=O)N2CCc3ccccc3C2)c(C)c1	0%	6%	17	17%	-7%	4%	i
CCOC(=O)c1cc(C)n(CC2CCC(C(=O)Nc3ccc(C(C)=O)cc3)CC2)c1C (configuration not stated)	.	-10%	5	-10%	.	.	.
Cc1nn(-c2ccccc2)c(Oc2ccc(F)cc2F)c1CCC(=O)NC1CC1	?	-13%	-9	-29%	5%	0%	?
CNC(=O)[C@@H]1CN(C(=O)c2ccoc2)C[C@H]1CO	i	15%	7	7%	-6%	i	i
O=C(CCS(=O)(=O)c1cc2c(cc1Cl)NC(=O)CO2)NCCc1ccc(Cl)cc1	.	7%	21	9%	.	.	.
COc1ccc(-n2ccn3c(CC(C)(C)CC(=O)O)nnc3c2=O)cc1	.	21%	-8	8%	.	.	.
O=C(c1ccccc1)N1CCCC(c2noc(COc3ccccc3)n2)C1 (configuration not stated)	?	-5%	-2	-5%[12.5 µM]	-7%	i	?
Cc1ccc(-c2cnc(C3CC3)o2)cc1S(=O)(=O)Nc1cccc(C)c1C	.	7%	-5	9%	.	.	.
N#Cc1ccc(C(=O)N2CCN3C(=O)N(Cc4ccccc4)C(=O)[C@H]3C2)cc1	-10%[172 µM]	12%[87.6 µM]	4	8%[87.6 µM]	-5%[172 µM]	i	-19%[138 µM]
Cc1ccccc1CSc1nc2cc(C(=O)NC3CCCC3)ccc2c(=O)n1Cc1ccccc1	.	34%[activator]	17	-6%	.	.	.
COc1ccc(N(C(=O)c2ccc(C)cc2)S(=O)(=O)c2ccc(Cl)cc2)cc1	.	-25%	12	-14%	.	.	.
CCc1nnc(NC(=O)c2nc(SCc3ccc(F)cc3)ncc2Cl)s1	.	-4%	-17	-6%	.	.	.

Next compounds follow:
SMILES	HEK293 tox	SNCA expr inh	IP6K1 inh	HEK293 viab	FLuc inh	GPT2 inh	3T3 cytotox
CCCc1cnc2c(c1SCC(=O)Nc1ccc([N+](=O)[O-])cc1)c(=O)n(C)c(=O)n2C	.	42%[activator]	-18	-8%	.	.	.
N#Cc1cccc(CN2C[C@H](O)C[C@H]2c2nc(-c3ccc4c(c3)OCO4)no2)c1	100µM*	28%[87.6 µM]	9	-23%[87.6 µM]	?	?	?
Cc1cccc(N2CCN(C(=O)C(C)n3nc(C)n4c(cc5occc54)c3=O)CC2)c1C (configuration not stated)	.	35%[activator]	-19	5%	.	.	.
Cc1nc(C)c(C(=O)N2CCC3(CC2)CC(N2CCCC2)CCO3)s1 (configuration not stated)	1%	3%	-9	?	-2%	i	-15%
O=C(NC1CCCCC1)[C@@H]1C[C@@H](O)CN1C1CCN(C(=O)c2nccc3ccccc23)CC1	i	9%	26	-5%	0%	i	-1%
CC1(c2ccccc2)N(Cc2ncccn2)C(=O)OC12CCN(Cc1cccc(O)c1)CC2 (configuration not stated)	-29%	1%	-15	-16%	1%	-6%	?
O=C([C@@H]1C[C@H](c2ccc(F)cc2)N(Cc2ccccc2Cl)C1)N1CCOCC1	?	-10%[87.6 µM]	-5	-13%[87.6 µM]	13%[172 µM]	-23%[88.5 µM]	89µM*
COCCNC(=O)C1COC2(CCN(C(=O)c3ccc(F)cc3)CC2)N1C(=O)c1ccccc1C (configuration not stated)	-17%	24%	5	-8%	-3%	2%	?

Part of the list above, reformatted:
COCCNC(=O)C1COC2(CCN(C(=O)c3ccc(F)cc3)CC2)N1C(=O)c1ccccc1C (configuration not stated)
  HEK293 tox: -17%; SNCA expr inh: 24%; IP6K1 inh: 5; HEK293 viab: -8%; FLuc inh: -3%; GPT2 inh: 2%; 3T3 cytotox: ?
CC1(c2ccccc2)N(Cc2ncccn2)C(=O)OC12CCN(Cc1cccc(O)c1)CC2 (configuration not stated)
  HEK293 tox: -29%; SNCA expr inh: 1%; IP6K1 inh: -15; HEK293 viab: -16%; FLuc inh: 1%; GPT2 inh: -6%; 3T3 cytotox: ?
